KB-V1 MDR tox = KB-V1 MDR subline cytotoxicity; KB-V1 MDR cells viability, CellTiter-Glo, 72 h; Potency, µM (titrated, usually from 46.1 µM), for inactives: at the highest dose activity change, negative = cytotoxicity, actives largely listed as cytotoxic; 3.4% of 400,000 active; note: potency is the fitted concentration of half-maximal effect; % is set by controls: 0 for no effect and ±100 for the full control effect; nearly all actives have a fitted effect of over 60% in size
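Luminescent ATP read-out (CellTiter-Glo, 10 min) measures survival of drug-selected KB-V1 MDR cells after 72 h, 37 degrees C compound exposure. Medium: phenol-red-free DMEM, 10% FBS. Values from fitted concentration-response curves.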
DRD3 agonist = activates the human D3 dopamine receptor; P35462; D3R DiscoveRx beta-arrestin cells, luminescence, 90 min; 0.58% of 410,000 active; max activation, %; in the data active = max activation above about 30%; note: 0% is about no effect; mostly tested at two doses, the higher about 12 µM
Target sequence (P35462 whole entry, looked up): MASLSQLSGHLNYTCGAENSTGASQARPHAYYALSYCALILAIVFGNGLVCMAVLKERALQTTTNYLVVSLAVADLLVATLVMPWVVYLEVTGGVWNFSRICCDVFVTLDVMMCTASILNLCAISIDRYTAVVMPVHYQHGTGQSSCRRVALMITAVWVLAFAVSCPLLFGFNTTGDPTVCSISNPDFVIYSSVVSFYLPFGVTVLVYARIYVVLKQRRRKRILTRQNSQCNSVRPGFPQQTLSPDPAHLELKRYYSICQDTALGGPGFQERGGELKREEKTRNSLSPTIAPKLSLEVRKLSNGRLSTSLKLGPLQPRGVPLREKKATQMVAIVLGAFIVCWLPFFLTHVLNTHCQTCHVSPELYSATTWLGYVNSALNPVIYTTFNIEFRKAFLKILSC
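Agonist-mode cell screen: cells plated at 1500/well and incubated overnight at 37 °C, then exposed to library compounds for 90 min at 37 °C. Detection reagent was added for 30–60 min at room temperature, and luminescence was read.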
aSyn yeast inh = inhibitors of alpha-synuclein toxicity in yeast; Potency, µM (titrated, usually from 46.1 µM), without a hit: top-dose growth rescue (activation), usual class: activators; Yeast expressing alpha-synuclein, growth rescue, BacTiter-Glo, 24 h; 0.14% of 370,000 active; note: potency is the fitted concentration of half-maximal effect; % of control where 0% means no effect; nearly all actives have a fitted effect of over 65% in size
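Screening used galactose-induced yeast with toxic alpha-synuclein levels, exposed to compound for 24 hr at 30 deg C. Cell growth, read with BacTiter-Glo luminescence, gave the measured signal.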
GLP-1R agonist = activates the human GLP-1 receptor; Potency, µM (titrated, usually from 45.6 µM), for the others: at the highest dose activation, hits mostly activators; HEK293 GLP-1R CRE-luciferase, luminescence, 4-6 h; cells express a hypersensitive GLP-1R form; 0.007% of 380,000 active; P43220; AID 624172; note: potency is the fitted concentration of half-maximal effect; % of control where 0% means no effect
TDP-43 yeast inh = rescues yeast growth from TDP-43 toxicity | TDP-43 expressing yeast growth rescue, BacTiter-Glo, 24 h | Potency, µM (titrated, usually from 46.1 µM), for the others: top-dose growth rescue (activation), actives largely listed as activators | 1.8% of 410,000 active | AID 652104; note: potency is the fitted concentration of half-maximal effect; % of control where 0% means no effect; nearly all actives have a fitted effect of over 50% in size
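In this qHTS, compounds that restore growth of yeast expressing TDP-43 appear as activators. Cells (OD600=0.02, galactose medium, raffinose-pregrown) are incubated with compound 24 hr at 30 deg C and growth is quantified by BacTiter-Glo.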
HEK293 tox = cytotoxicity in counter-screen for GLP-1R inverse agonists | 0.13% of 410,000 active | AID 624418 | Potency, µM (series often up to 38.3 µM), for inactives: at the highest dose activity change, negative = inhibition, most hits filed as inhibitors | HEK293 cAMP-luciferase reporter cells, luminescence, 24 h;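 note: loss of luciferase light is scored as toxicity; potency is the fitted concentration of half-maximal effect; % is set by controls: 0 for no effect and ±100 for the full control effect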
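Step one: seed cells (200 cells/uL, DMEM with 10% Nu serum, 1% pen-strep). Step two: 12-hour incubation at 37 deg C. Step three: pin 23 nL compound, incubate 24 hr. Step four: add luciferase reagent, read luminescence 12 min later.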
D3 antag = D3 dopamine receptor (human) antagonism. P35462. D3R cells, DiscoveRx beta-arrestin luminescence, antagonist mode; active compounds read low. max response, negative = inhibition, %. 2.5% of 360,000 active. AID 652054; in the data active = max response below about -50%; inconclusive = no clear call, values can overlap the other calls; note: % is set by controls: 0 for no effect and ±100 for the full control effect; mostly tested at two doses, the higher about 12 µM
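Cells expressing the human receptor were seeded at 1500 cells/well, incubated overnight at 37 degrees C in 5% CO2, then exposed to library compounds with dopamine controls for 90 minutes at 37 degrees C before luminescent detection.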
GLP-1R inv ag = GLP-1 receptor (human) inverse agonism; HEK293 GLP-1R CRE-luciferase, luminescence, 24 h; GLP-1R form is constitutively active; AID 624417; 1.6% of 410,000 active; Potency, µM (series often up to 38.3 µM), inactives show top-dose activity change, negative = inhibition, most hits filed as inhibitors; note: potency is the fitted concentration of half-maximal effect; % is set by controls: 0 for no effect and ±100 for the full control effect; nearly all actives have a fitted effect of over 55% in size
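Inverse agonists were sought by their lowering of basal cAMP reporter luciferase output in HEK293 cells stably carrying constitutively active human GLP-1R, after 24 h compound treatment.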
PTHR1 ag = PTHR1 (human) receptor agonism | Q03431 | HEK293 GP2 PTHR1 cells, GloSensor cAMP luminescence, 1 h | Potency, µM (top dose mostly 115 µM), for the others: top-dose activation, hits mostly activators | 0.075% of 410,000 active | AID 743266; note: potency is the fitted concentration of half-maximal effect; nearly all actives have a fitted effect of over 55% in size; some results filed as inactive show a strong effect at the top dose; inactives centre near -15; many of its hits are not listed in these tables
Target sequence (Q03431 whole entry, looked up): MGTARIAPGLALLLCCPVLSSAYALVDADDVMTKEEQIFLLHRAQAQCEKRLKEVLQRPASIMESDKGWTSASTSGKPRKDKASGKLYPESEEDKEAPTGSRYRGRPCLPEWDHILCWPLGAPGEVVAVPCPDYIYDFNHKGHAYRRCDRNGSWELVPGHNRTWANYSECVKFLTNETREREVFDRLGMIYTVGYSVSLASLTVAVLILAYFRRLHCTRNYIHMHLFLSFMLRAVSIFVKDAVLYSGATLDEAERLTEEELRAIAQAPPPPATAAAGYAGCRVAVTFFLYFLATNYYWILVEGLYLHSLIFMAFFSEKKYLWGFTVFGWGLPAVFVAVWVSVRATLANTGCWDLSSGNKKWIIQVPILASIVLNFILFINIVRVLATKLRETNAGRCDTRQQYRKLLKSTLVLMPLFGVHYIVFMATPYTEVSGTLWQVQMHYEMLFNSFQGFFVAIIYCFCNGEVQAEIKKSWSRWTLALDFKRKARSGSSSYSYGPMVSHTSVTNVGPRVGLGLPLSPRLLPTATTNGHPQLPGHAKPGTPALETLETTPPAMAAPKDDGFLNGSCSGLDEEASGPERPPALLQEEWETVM
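HEK-293-derived GP2 cells expressing PTHR1 and a GloSensor cAMP reporter, 3,000/well, plated overnight, given luciferin plus IBMX (each 0.5 mM as added) for 1 h at 37 °C, then compound for 1 h at 37 °C. Luminescence was read after 15 min at room temperature.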
An asterisk follows results filed as active; i = inactive; u = inconclusive; x = no result given; [ ] = dose if it differs, or a comment. Unless noted, calls come from the whole dose curve; as a rule, active = well fitted curve in the direction sought with a large enough effect; inconclusive = small, poorly fitted or top-dose-only effect, or another doubt; inactive = no such curve, though single readings can be large; an effect the other way counts as inactive or inconclusive. Only part of the results is shown; count on the stated rates, not on these rows.

Order of results – KB-V1 MDR tox | DRD3 agonist | aSyn yeast inh | GLP-1R agonist | TDP-43 yeast inh | HEK293 tox | D3 antag | GLP-1R inv ag | PTHR1 ag
- CCCN(CC(=O)Nc1ccccc1C)C(=O)/C=C/c1ccc(OC)c(OC)c1
  -28% | 2 | u | 9% | 17% | -3% | 10 | 7% | -6%
- COCCn1c(Cc2ccccc2)nnc1SCc1nc2ccccc2c(=O)[nH]1
  u | -5 | -4% | 1% | 18% | 4% | -4 | 4% | -4%
- COc1cccc(NC(=O)CN(C)C(=O)c2ccc(OCc3ccccc3)c(OC)c2)c1
  u | -8 | -4% | -2% | 16% | -5% | -11 | u | i
- CN(C)S(=O)(=O)c1ccc(N2CCOCC2)c(C(=O)O)c1
  14% | 0 | 0% | -8% | 9% | 8% | 24 | 0% | i
- Cc1ccc(C)c(-n2cc(-c3ccccc3)nc2SCC(=O)Nc2ccccc2)c1
  u | -11 | x | x | u | 7% | x | u | i
- COc1ccc(CNC(=O)Cn2nc(C)c3c(C)n(-c4ccc(C)cc4)nc3c2=O)cc1OC
  28% | 3 | 0% | 1% | 13% | -13% | -8 | u | -89%[inhibitor]
- CC(C)(C)NC(=O)CC(CC(=O)O)c1ccccc1 (stereo not given)
  0% | 6 | 3% | -4% | 7% | -3% | 22 | 7% | i
- O=C(CN1C(=O)NC2NC(=O)NC21)N/N=C/c1ccccc1O (stereo not given)
  7% | -4 | -2% | 1% | -34% | -2% | 5 | -26% | i
- S=C(NCc1cccs1)Nc1ccccc1
  u | -6 | -1% | 1% | 9% | 1% | -10 | -6% | -46%[inhibitor]
- O=C(CNC(=O)c1ccccc1Br)N/N=C\c1cc([N+](=O)[O-])cc(Br)c1O
  0% | -27 | -7% | 1% | u | 1% | -76* | -19% | -13%
- CC(O)c1cccc(N=Cc2ccc3ccccc3c2O)c1 (stereo not given)
  3% | 0 | 9% | -6% | -20% | -23% | -14 | -15% | i
- Cc1nn(-c2ccccc2)c(Cl)c1C(=O)N1CCN(c2ncnc3c2cnn3-c2ccccc2)CC1
  u | 41* | 0% | -6% | 14% | u | -10 | u | -89%[inhibitor][57.5 µM]
- CCC(c1nnnn1CCOC)N(Cc1cc2cc(C)c(C)cc2[nH]c1=O)CC1CCCO1 (stereo not given)
  -4% | -5 | 5% | 0% | 1% | -11% | 10 | 4% | -12%
- CS(=O)(=O)c1ccc(S(=O)CC(=O)OCc2ccccc2)c([N+](=O)[O-])c1 (stereo not given)
  2% | -29 | -9% | -3% | -8% | u | -90* | u | -33%[inhibitor]
- COc1ccc(OC)c2c1cc(C(=O)N[C@@H](Cc1ccccc1)C(=O)O)n2C
  u | 6 | 5% | 0% | -2% | 5% | 4 | 2% | -5%
- C=CCn1c(SCC(=O)OCC)nc(C(F)(F)F)cc1=O
  u | 1 | 1% | 6% | 0% | -1% | 1 | -9% | i
- O=C(Nc1ccc(O)cc1)c1ccc2c(c1)C(=O)N(Cc1ccccc1)C2=O
  -4% | -4 | -1% | -1% | 7% | -1% | -18 | -29% | -10%
- O=C(NCc1ccc2c(c1)OCO2)c1n[nH]c(=O)c2ccccc12
  1% | -7 | -9% | 7% | -24% | 17% | -7 | -7% | i
- COc1ccc(C(c2sc3nc(C)nn3c2O)N2CCC3(CC2)OCCO3)cc1 (stereo not given)
  0% | 5 | -8% | 6% | 0% | -17% | 6 | -4% | 12%
- COc1ccc(-c2nc(SCC(=O)NC3CCCC3)c(-c3ccccc3)[nH]2)cc1OC
  -2% | -5 | x | x | 16% | 0% | x | -18% | i
- O=C(c1ccc(-c2ccccc2)cc1)c1ccccc1C(=O)N1CCOCC1
  21µM* | 3 | -10% | 3% | -13% | -4% | 17 | 1% | -10%[57.5 µM]
- Cc1onc(-c2ccccc2Cl)c1C(=O)NCCCc1ccccc1
  u | 2 | -1% | 8% | u | -2% | 10 | u | i
- CCc1nccn1S(=O)(=O)c1ccc(OC)c(OC)c1
  12% | -3 | -2% | -2% | 13% | 3% | -23 | 0% | 12%
- CC(C)[C@H]1C(=O)Nc2ccccc2N1C(=O)N[C@@H](Cc1ccccc1)C(=O)N[C@H](C(=O)O)c1ccccc1
  6% | -8 | -2% | 1% | -11% | 7% | -5 | 4% | -2%
- N#Cc1cccc(C(=O)Nc2ccc(S(=O)(=O)Nc3nccs3)cc2)c1
  8% | 2 | -2%[1.84 µM] | -6% | -11% | 6% | -19 | 6% | u
- CCOC(=O)CN1C(=O)C(O)=C(C(C)=O)C1c1ccccc1 (stereo not given)
  16% | 1 | 5% | -24% | 11% | -2% | 5 | 0% | i
- COc1cc(C(=O)NC2CCN(Cc3ccccc3)CC2)cc(Cl)c1OC
  -28% | -19 | -2% | 2% | u | 1% | -99* | u | i
- CCc1ccc(OCC(=O)OC(C)C(=O)Nc2ccc(Cl)cn2)cc1 (stereo not given)
  -2% | -2 | -19% | -2% | -18% | 4% | -29 | -13% | 19%
- Cc1ccc(C(=O)Nc2nnn(C)n2)cc1
  7% | -7 | -2% | -14% | -15% | -7% | -4 | 8% | -1%
- COc1cccc(C(=O)N2CCN(C(=O)c3cccc4ccccc34)CC2)c1OC
  14% | 6 | 6% | -15% | 17% | -20% | -6 | u | i

Only KB-V1 MDR tox, TDP-43 yeast inh and DRD3 agonist (3 entries from above):
Structure,KB-V1 MDR tox,TDP-43 yeast inh,DRD3 agonist
COc1cc(C(=O)NC2CCN(Cc3ccccc3)CC2)cc(Cl)c1OC,-28%,u,-19
COc1cccc(C(=O)N2CCN(C(=O)c3cccc4ccccc34)CC2)c1OC,14%,17%,6
Cc1onc(-c2ccccc2Cl)c1C(=O)NCCCc1ccccc1,u,u,2

The list goes on.
Order of results – KB-V1 MDR tox | DRD3 agonist | aSyn yeast inh | GLP-1R agonist | TDP-43 yeast inh | HEK293 tox | D3 antag | GLP-1R inv ag | PTHR1 ag
- COc1ccc(-n2nc(C(=O)O)c(=O)n(C)c2=O)cc1
  20% | 7 | x | x | 18% | -7% | x | 6% | i
- Cc1noc(NS(=O)(=O)c2ccc(NC(=O)C(F)(F)C(F)(F)C(F)(F)F)cc2)c1C
  0% | -6 | -1% | 4% | 3% | 8% | 5 | 21% | -6%
- COc1cc(S(=O)(=O)Nc2ccc(C)cc2)ccc1NC(=O)c1ccncc1
  u | 1 | 5% | -1% | 18% | -15% | -2 | 0% | -28%
- Cc1ccc(C)c(N(C(=O)CNC(=O)c2ccco2)C(C(=O)NC2CCCCC2)c2cccnc2)c1 (stereo not given)
  -8% | 15 | -1% | 2% | 8% | 4% | -20 | 15% | u
- CC(=C/c1ccccc1)/C=N/n1c(-c2ccco2)n[nH]c1=S
  -1% | -4 | x | -4% | 11µM* | 4% | -23 | -4% | -5%
- CCc1nc(N2CCC3(CC2)OCCO3)c2nnn(Cc3ccccc3)c2n1
  -26% | -10 | 17% | 24% | 0% | 3% | 8 | u | -16%
- O=C(Nc1ccc(F)c(Cl)c1)c1ccc2c(c1)OCO2
  7% | 1 | 0% | 0% | u | -8% | -4 | -9% | -46%[inhibitor]
- CC(=O)Nc1c(O)[nH]c2ccccc12
  -2% | -16 | -4% | -1% | -14% | 5% | -30 | 61%[activator] | -12%[57.5 µM]
- CC(=O)OCC(=O)C1(O)CCC2C3CCC4=CC(=O)C=CC4(C)C3C(=O)CC21C (stereo not given)
  6% | 7 | -2% | 9% | -5% | 4% | 0 | 1% | i
- COc1ccc(S(=O)(=O)N2CCN(CC(=O)N3CCc4ccccc4C3)CC2)cc1OC
  5% | 4 | 4% | -1% | 18% | 4% | 10 | -24% | i
- COc1ccccc1NS(=O)(=O)c1cccc(C(=O)N/N=C(\C)c2ccc3c(c2)OCCO3)c1
  -1% | -5 | 0% | 7% | -6% | 24% | -11 | 12% | -26%
- COc1cc(C(=O)NNC(=O)COc2ccccc2Cl)ccc1OCC(=O)N1CCOCC1
  0% | -1 | -3% | 4% | 25% | -4% | -1 | 2% | -2%
- c1ccc(-c2ccc(C3=Nn4c(nnc4-c4cccs4)SC3)cc2)cc1
  -17% | -5 | 0% | 24% | u | 12% | u | 43%[activator] | i
- O=C(O)C1CCCCC1C(=O)Nc1ccc(F)c(F)c1 (stereo not given)
  -5% | -2 | 6% | 5% | 19% | 7% | 1 | 8% | i
- O=C(Cc1ccsc1)N1CCN(S(=O)(=O)c2cc(C(F)(F)F)cc(C(F)(F)F)c2)CC1
  u | -6 | 0% | -1% | 17% | -2% | -19 | 33%[activator] | i
- COc1ccc(C(=O)NCC(=O)OCC(=O)c2cc(OC)c(OC)c(OC)c2)cc1OC
  0% | -6 | 1% | -4% | 6% | 7% | 2 | 6% | -17%

Shown in markdown: 4 of the compounds above.
| molecule | KB-V1 MDR tox | DRD3 agonist | aSyn yeast inh | GLP-1R agonist | TDP-43 yeast inh | HEK293 tox | D3 antag | GLP-1R inv ag | PTHR1 ag |
| --- | --- | --- | --- | --- | --- | --- | --- | --- | --- |
| c1ccc(-c2ccc(C3=Nn4c(nnc4-c4cccs4)SC3)cc2)cc1 | -17% | -5 | 0% | 24% | u | 12% | u | 43%[activator] | i |
| O=C(O)C1CCCCC1C(=O)Nc1ccc(F)c(F)c1 (stereo not given) | -5% | -2 | 6% | 5% | 19% | 7% | 1 | 8% | i |
| O=C(Cc1ccsc1)N1CCN(S(=O)(=O)c2cc(C(F)(F)F)cc(C(F)(F)F)c2)CC1 | u | -6 | 0% | -1% | 17% | -2% | -19 | 33%[activator] | i |
| COc1ccc(C(=O)NCC(=O)OCC(=O)c2cc(OC)c(OC)c(OC)c2)cc1OC | 0% | -6 | 1% | -4% | 6% | 7% | 2 | 6% | -17% |
